# Myeloid diff MLP – promotes myeloid progenitor differentiation. ER-HoxA9 myeloid progenitors, lysozyme-GFP differentiation, flow cytometry. calls only at 10 µM. 360,000 compounds, 1% hits. AID 624256;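 active = normalized GFP-positive differentiation at or above the plate's own cutoff, the solvent-only control mean plus 3 SD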;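 also: cells exposed to compound for four days before flow analysis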
# Siah-1 displacement – Siah-1 peptide-binding antagonists, primary screen, biochemical, fluorescence polarization, rhodamine-plectin, uHTS (AID 1817); Siah-1 / rhodamine-plectin peptide fluorescence polarization; higher % means a stronger effect; one-dose displacement, % at 20 µM; IC50 in µM for titrated hits; 290,000 compounds, 0.02% hits;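 active = displacement of at least 50% at 20 µM, with a fluorescence ratio check between 0.3 and a set limit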;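 also: plate controls were Siah plus tracer with DMSO for no effect and tracer alone without Siah for full effect; strong numbers were not always called active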
# NOD2 inhibition – NOD2 signaling inhibitors, cell-based, luminescence, uHTS, HEK293 (AID 1566). HEK293 NOD2/NF-kB luciferase reporter, luminescence; higher % means a stronger effect. inhibition, % at 4 µM; hits with a dose series show EC50 in µM. 290,000 compounds, 0.63% hits; also: many of its hits are not listed in these tables
# LYP inhibition – PTPN22 lymphoid phosphatase activity blockers – biochemical, fluorescence intensity, uHTS (AID 1779); recombinant LYP phosphatase, fluorescence intensity; higher % means a stronger effect; inhibition, % at 11.5 µM; hits with a dose series show IC50 in µM; 290,000 compounds, 0.054% hits;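 also: plate controls were vehicle with enzyme for no effect and no enzyme for full effect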
# KOR beta-arrestin-1 – kappa opioid receptor blockers – cell-based, luminescence, uHTS (AID 1778); KOR beta-arrestin recruitment, luminescence, antagonist mode; higher % means a stronger effect; inhibition, % at 10 µM; hits with a dose series show IC50 in µM; 290,000 compounds, 0.091% hits; also: strong numbers were not always called active
# KOR beta-arrestin-2 – KOR agonists, beta-arrestin recruitment, primary screen, cell-based, luminescence, uHTS (AID 1777). activation, % at 10 µM, or EC50 in µM where a hit was titrated. 280,000 compounds, 0.02% hits. KOR beta-arrestin recruitment, luminescence; higher % means a stronger effect; in the data active = activation above about 50%, passing the limit was not always enough; also: a part of the inactive calls stands beside numbers as strong as those of hits
# Salmonella PhoP GFP – PhoP-dependent GFP reporter repression – Salmonella Typhimurium, primary screen (AID 1863); S. Typhimurium PhoP-regulated promoter GFP reporter, 4 h; higher % means a stronger effect; one-dose inhibition, % at 50 µM; IC50 in µM for titrated hits; 300,000 compounds, 0.16% hits;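 active = inhibition over 29.93%, a cutoff 3 SD above the screen mean, later confirmed by dose response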;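 also: 0% = low Mg2+ inducing control and 100% = high Mg2+ repressing control; strong numbers were not always called active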
# HIV peptide binding – cell-free HIV fusion peptide-binding blockers – biochemical, uHTS, fluorescence dequenching, primary screen (AID 1986) | cell-free peptide binding, fluorescence dequenching, 30 min; higher % means a stronger effect | inhibition, % at 20 µM; hits with a dose series show IC50 in µM | 290,000 compounds, 0.3% hits; in the data active = inhibition mostly above about 52%, no sharp cut-off; inactive = mostly below about 76%; also: some results filed as inactive read as strong as hits
# NOD1 inhibition – NOD1 signaling inhibitors, primary screen, cell-based, luminescence, uHTS (AID 1578). 290,000 compounds, 1% hits. inhibition, % at 4 µM, or EC50 in µM where a hit was titrated. NOD1-driven NF-kB luciferase reporter cells, luminescence; higher % means a stronger effect; in the data active = inhibition mostly above about 36%, no sharp cut-off; inactive = mostly below about 34%;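 also: HEK-293T reporter cells stimulated with the NOD1 agonist gamma-tri-DAP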
# Myeloid diff MLP GFP+ MAC1+ % – second read-out of Myeloid diff MLP, no call of its own (marks repeat the call); GFP+ MAC1+ double positive, %; measured here: differentiation confirmed by MAC1 staining
# * = called active by the depositor; i = inactive; / = no result given; + = active, no number; [ ] = remark or other dose. Rule as the data show it, unless noted: active = inhibition above about 50%; inactive = the rest.
SMILES,Myeloid diff MLP,Myeloid diff MLP GFP+ MAC1+ %,Siah-1 displacement,NOD2 inhibition,LYP inhibition,KOR beta-arrestin-1,KOR beta-arrestin-2,Salmonella PhoP GFP,HIV peptide binding,NOD1 inhibition
O=C(c1ccccc1)c1nn(-c2ccccc2)c(=O)cc1C(F)(F)F,i,0.9,-5%,-26%,-3%,-12%,-2.3%,-9%,-1.1%,21%
CC(=O)/C(C#N)=C1\NC(=O)C(Cc2cc(Cl)ccc2Cl)S1 (stereo not given),i,0.9,0%,8%,-3%,15%,5.4%,-12%,14%,55%*
N#C/C(=C\c1cn(CC(=O)N2CCCCC2)c2ccccc12)C(=O)NCc1ccc2c(c1)OCO2,i,0.0,6%,12%,4%,17%,-0.2%,-8%,20%,-16%
N#CCCN(Cc1ccncc1)C(=S)NC1CC2C=CC1C2 (stereo not given),i,2.0,0%,-3%,-11%,-25%,2.5%,-13%,0.5%,8%
CCOC(=O)c1nc(C)sc1-c1ccnn1S(=O)(=O)c1cccc(Cl)c1,i,0.3,1%,-23%,-2%,2%,-3.7%,-6%,-1.1%,-8%
O=C(Nc1ccccc1C(=O)NCc1ccccc1)c1ccccc1Br,i,0.8,0%,4%,-1%,-14%,3.1%,-2%,2.4%,6%
C=CCN1C(=O)C(CCCC)NC1=S (stereo not given),i,0.7,10%,16%,-7%,4%,-3.9%,-2%,1.4%,-6%
CCOc1ccc(CCNC(=O)Cn2ccc3ccccc3c2=O)cc1OCC,i,0.5,0%,0%,-2%,-36%,1.5%,2%,-0.8%,-30%
CNc1nc(SC)nc(N(C#N)CC(=O)OC)n1,i,1.8,7%,23%,-3%,11%,-1.3%,-3%,0.5%,-17%
C[C@@H](c1ncncc1F)[C@](O)(Cn1cncn1)c1ccc(F)cc1F,/,/,1%,8%,-6%,19%,2.0%,-1%,-0.5%,1%
O=C(NCc1ccccc1)N1CCn2c(nc3ccccc32)C1,i,1.0,-1%,13%,-7%,/,/,2%,-0.1%,-20%
COc1ccc(C(=O)Nc2ncc3c(n2)-c2ccccc2CC3)cc1,i,0.7,-1%,25%,3%,-17%,2.2%,-1%,-1.3%,20%
COc1cccc(CNC(=O)CCC(=O)N2CCSc3ccccc32)c1OC,i,3.2,0%,12%,-6%,-14%[20 µM],-6.5%,/,-0.8%,5%
COc1ccc(C(=O)NCc2c(CC(C)C)oc(C)c2C(=O)O)cc1,i,1.7,-2%,7%,-4%,29%,-2.1%,-2%,7.2%,-15%
O=C(c1cccnc1Cl)N1CCOCC1,i,0.5,-2%,-1%,-2%,-29%,3.3%,-9%,1.1%,-24%
O=c1cc(-c2ccc([N+](=O)[O-])cc2)nc2cc(-c3ccc(F)cc3)[nH]n12,i,1.1,14%,-3%,4%,20%,-3.1%,9%,55%,8%
Cc1ccc(-c2nnc(SCC(=O)N/N=C/c3ccccc3C(=O)O)n2-c2ccc(Cl)cc2)cc1,i,0.5,-3%,-18%,10%,8%,-0.3%,-9%,4.3%,-8%
CC(=O)Nc1cc2c(cc1C(=O)C(C)C)OCCO2,i,0.5,0%,11%,-8%,-6%,5.2%,22%,3.0%,-18%
COc1ccc(C(=O)NCc2ccccn2)cc1[N+](=O)[O-],i,0.4,0%,7%,-4%,0%,-3.7%,-2%,0.6%,-36%
COc1ccc(S(=O)(=O)N2CCc3ccccc32)cc1C(=O)OCc1nnc(-c2ccccc2)o1,i,0.2,-6%,2%,3%,29%,-1.7%,-8%,-3.4%,19%

# Compound profiles (already shown).
# CCOc1ccc(CCNC(=O)Cn2ccc3ccccc3c2=O)cc1OCC reads Myeloid diff MLP: i; Myeloid diff MLP GFP+ MAC1+ %: 0.5; Siah-1 displacement: 0%; NOD2 inhibition: 0%; LYP inhibition: -2%; KOR beta-arrestin-1: -36%; KOR beta-arrestin-2: 1.5%; Salmonella PhoP GFP: 2%; HIV peptide binding: -0.8%; NOD1 inhibition: -30%
# CC(=O)/C(C#N)=C1\NC(=O)C(Cc2cc(Cl)ccc2Cl)S1 (stereo not given) reads Myeloid diff MLP: i; Myeloid diff MLP GFP+ MAC1+ %: 0.9; Siah-1 displacement: 0%; NOD2 inhibition: 8%; LYP inhibition: -3%; KOR beta-arrestin-1: 15%; KOR beta-arrestin-2: 5.4%; Salmonella PhoP GFP: -12%; HIV peptide binding: 14%; NOD1 inhibition: 55%*

# More records
SMILES,Myeloid diff MLP,Myeloid diff MLP GFP+ MAC1+ %,Siah-1 displacement,NOD2 inhibition,LYP inhibition,KOR beta-arrestin-1,KOR beta-arrestin-2,Salmonella PhoP GFP,HIV peptide binding,NOD1 inhibition
COc1ccccc1C(=O)C1CCCN(C(=O)CN2CCCCC2=O)C1 (stereo not given),i,0.1,12%,-2%,-8%,-17%,-6.8%,-5%,-0.8%,-62%
CSC1=NCCN1C(=O)COc1ccccc1,i,2.0,-1%,-10%,-5%,-28%,-0.7%,5%,1.2%,-10%
CN(C)CCCNC(=S)NCC(c1ccc(Cl)cc1Cl)c1c[nH]c2ccccc12 (stereo not given),i,0.9,-6%,17%,-11%,-37%,7.9%,7%,-3.5%,-20%
COc1ccccc1CN1CC(C(=O)N2CCC(C(=O)c3ccccc3)CC2)CCC1=O (stereo not given),i,1.4,-2%,-3%,-8%,6%,-0.8%,3%,-0.5%,-20%
CCCc1nc(SCC(=O)Nc2cc(C)on2)c2c(=O)n(C)c(=O)n(C)c2n1,i,1.0,1%,6%,-8%,18%,2.2%,1%,-2.2%,5%
Cc1nn(CC(=O)c2ccccc2Cl)c(C)c1[N+](=O)[O-],i,0.5,3%,-46%,1%,10%,-4.3%,0%,3.4%,-51%
CCNC(=S)NNC(=O)c1ccc(OC)cc1,i,0.4,4%,7%,-8%,-4%[20 µM],/,-2%,0.6%,-9%
Cc1ccc(NC(=O)Cn2c(CCC(=O)O)ccc2-c2cccs2)cc1,i,0.4,-3%,19%,3%,-6%,-0.7%,22%,10%,8%
Cc1onc(-c2ccccc2)c1C(=O)NC(C)CCc1ccccc1 (stereo not given),i,1.0,-1%,1%,-9%,-18%,-1.1%,2%,1.6%,-23%
CC1Oc2ccccc2N(CC(=O)c2cccc(Cl)c2)C1=O (stereo not given),i,1.4,-2%,-9%,-11%,-32%,8.8%,-4%,0.0%,-29%
C#CCSc1nc(C)cc(C(=O)OCC)c1C#N,i,0.4,2%,8%,-3%,4%,-6.0%,0%,0.5%,-6%
O=C(Nc1ccc(Cl)cc1)N(CCCN1CCOCC1)Cc1cccs1,i,1.6,-2%,-13%,7%,16%,-3.4%,0%,3.2%,-4%
CCOC(=O)C(=CNc1ccc(Oc2cncc(Cl)c2)nc1)C(=O)OCC,i,0.5,12%,30%,-1%,37%,2.3%,0%,-0.8%,-3%
O=C1CC(c2cccc(Br)c2)C2=C(CCCC2=O)N1 (stereo not given),i,1.0,-2%,15%,-10%,-8%,-0.5%,9%,-2.4%,16%
CCCSc1cc(=O)n(-c2ccc(F)cc2)nc1C(=O)OCC,i,0.2,1%,13%,-1%,14%,-2.9%,-11%,0.8%,11%
CC(=O)Nc1ccc(NC(=O)c2nc(S(=O)(=O)Cc3ccccc3)ncc2Cl)cc1,i,0.0,-4%,11%,-5%,24%,2.4%,-10%,-1.5%,12%
O=C(CCc1ccccc1)NC(=S)Nc1ccc2c(c1)C(=O)OC2,i,0.8,8%,-16%,-7%,-1%,-8.3%,-9%,11%,-32%
COc1ccccc1NC(=O)c1ccc(-c2ccc(Br)cc2)o1,+,3.1*,-4%,-10%,1%,28%,7.3%,-17%,-1.1%,5%
COc1ccc(CN2C(=O)C(C)Oc3ccccc32)cc1 (stereo not given),i,1.0,-2%,16%,-7%,-27%[20 µM],/,0%,-0.2%,1%
Cc1cc(C)n(-c2ncnc3sc4c(c23)CCCC4)n1,i,3.1,4%,3%,-5%,6%,-3.0%,-4%,1.0%,-10%
Cc1ccc(S(=O)(=O)N2CCCCC2)cc1NC(=O)c1ccc2c(c1)OCO2,i,0.6,7%,-3%,1%,31%,-4.3%,16%,4.4%,-29%
O=C1CCC/C(=N/Nc2ccc(Cl)cc2)C1,i,0.6,-10%,0%,-4%,2%,-5.1%,2%,9.9%,-19%
CC(C)(O)C#Cc1ccc(C(=O)NCc2cccs2)s1,i,1.8,-4%,-7%,-1%,-19%,-1.5%,-6%,-1.4%,0%
O=C(CC1SC(=O)N(c2ccccc2)C1=O)Nc1ccccc1 (stereo not given),i,1.6,-1%,17%,-8%,17%,-3.3%,-1%,-1.1%,6%
CC1CCN(Cc2nc(Cl)c3c4c(sc3n2)CCC4)CC1,i,0.2,2%,-6%,-7%,4%,1.7%,-6%,2.1%,-23%
CN(Cc1nnc(-c2ccc(F)cc2)o1)c1ccccc1,i,2.8,-3%,13%,-6%,16%,-3.7%,7%,1.1%,21%
O=C(CSc1nc2ccccc2c(=O)n1-c1ccc(F)c(Cl)c1)Nc1cccc(S(=O)(=O)N2CCOCC2)c1,i,0.4,12%,1%,10%,17%,7.2%,2%,1.7%,-2%
Cc1ccc(S(=O)(=O)/N=C2/C=C(C3C(=O)CC(C)(C)CC3=O)C(=O)c3ccccc32)cc1,/,/,-1%,2%,0%,-19%,0.5%,9%,4.8%,-20%
CCOc1ccc(S(=O)(=O)NCc2cccnc2)cc1C,i,0.3,2%,7%,-5%,30%[20 µM],/,1%,-0.2%,-22%
Cc1cc(Cl)ccc1NNC(=O)CCc1ccccc1,i,0.4,-10%,-90%,-4%,14%,-5.2%,-4%,-4.0%,-8%
CC1(C)CC(=O)C=C(Nc2cccc(F)c2)C1,i,0.1,4%,6%,-5%,-10%,-2.2%,5%,2.6%,-4%
NC(=O)C1CCN(c2ncnc3c2c(-c2ccccc2)cn3-c2ccccc2)CC1,i,2.9,1%,5%,-7%,31%,-7.0%,10%,21%,1%
COC1=C/C(=C/c2c(N)n3c(nc2=O)sc2cc(S(C)(=O)=O)ccc23)C=CC1=O,i,0.5,14%,15%,-6%,-33%,1.8%,14%,51%,0%
COc1ccc(C(CC(=O)O)NC(=O)c2ccco2)cc1 (stereo not given),i,0.9,-1%,-23%,-6%,2%,-3.1%,-3%,2.0%,-43%
CCCCN(CCCC)c1nc(-c2ccncc2)nc2ccccc12,i,0.1,2%,6%,0%,-16%,4.5%,-8%,2.1%,-6%
CSc1ccc(S(=O)(=O)NCCCOC(C)C)cc1,i,0.5,15%,7%,-8%,-3%,-0.6%,-4%,0.9%,-24%
CC(C)Cc1nc(N2CCN(C(=O)C(C)C)CC2)c(C#N)c2c1CCC2,i,0.5,-2%,6%,8%,-10%,3.2%,4%,5.0%,-37%
COc1cc(/C(C)=N/NC(=S)NC(C)C)cc(OC)c1OC,i,0.5,1%,-11%,5%,-14%,-2.7%,4%,-1.2%,-37%
O=C1[C@@H]2CSCN2C(=O)CN1Cc1ccc(F)cc1,i,0.2,2%,15%,-11%,5%,0.3%,-5%,2.4%,-2%
COc1cc(C(=O)NCCSc2ccccc2)cc(OC)c1OC,i,0.2,-7%,4%,-6%,-28%,-2.1%,-5%,0.1%,55%

# Screens as filed in PubChem.

# Some of the compounds tested; rates above refer to the full screens.
